# IL1B secr inh = qHTS for Inhibitors of Inflammasome Signaling: IL-1-beta AlphaLISA Primary Screen; THP-1 LPS/ATP IL-1B secretion, AlphaLISA, 16 h; stronger effect = lower value; AID 743279, 2014; activity change, % at 57.5 µM; 360,000 tested, 4.7% active; in the data active means activity change below about -50%; inconclusive means mostly about -30% to -49%; further: on the % scale 0 is the no-effect control and ±100 the full control effect
#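 Secreted IL-1B measured by AlphaLISA bead assay after 16 h compound exposure of THP-1 cells; compounds (final up to 57.5 uM) added 1 h before LPS (250 ng/mL) and ATP (1.25 mM) stimulation; lower signal means less secretion.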
# KB-3-1 cytotox = qHTS assay for MDR1-selective chemotherapeutics: Primary screen using the parental adenocarcinoma cell KB-3-1 | KB-3-1 viability, CellTiter-Glo ATP luminescence, 72 h | Potency, µM (titrated, usually from 46.1 µM), without a hit: at the highest dose activity change, negative = cytotoxic, hits mostly cytotoxic | 400,000 tested, 1.4% active | AID 1347075, 2019; further: potency means the concentration at half of the fitted maximal effect; on the % scale 0 is the no-effect control and ±100 the full control effect; nearly all actives have a fitted effect of over 60% in size
#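 Luminescent ATP read-out (CellTiter-Glo) measures survival of drug-naive KB-3-1 cells after 72 h compound exposure at 37 °C. Titration series was screened from lowest to highest concentration, with DMSO vehicle plates as background controls.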
# D3 antag = qHTS of D3 Dopamine Receptor Antagonist: qHTS. D(3) dopamine receptor (Homo sapiens), P35462. max response, negative = inhibition, %. D3R cells, DiscoveRx beta-arrestin luminescence, antagonist mode; stronger effect = lower value. 360,000 tested, 2.5% active; in the data active means max response below about -50%; inconclusive means no clear call, values can overlap the other calls; further: on the % scale 0 is the no-effect control and ±100 the full control effect; mostly tested at two doses, the higher about 12 µM
# Target sequence (P35462 whole entry, looked up): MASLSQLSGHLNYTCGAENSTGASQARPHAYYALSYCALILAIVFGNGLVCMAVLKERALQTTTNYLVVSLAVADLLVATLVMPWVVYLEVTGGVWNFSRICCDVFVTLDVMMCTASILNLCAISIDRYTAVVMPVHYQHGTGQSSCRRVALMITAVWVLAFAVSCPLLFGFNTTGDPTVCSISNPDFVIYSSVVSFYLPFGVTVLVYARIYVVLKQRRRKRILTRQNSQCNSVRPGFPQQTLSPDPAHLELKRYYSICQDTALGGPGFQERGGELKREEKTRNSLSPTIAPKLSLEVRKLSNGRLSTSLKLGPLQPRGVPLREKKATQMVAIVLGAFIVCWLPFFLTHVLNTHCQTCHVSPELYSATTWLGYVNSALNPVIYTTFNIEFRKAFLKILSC
#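 Cells plated overnight at 1500 cells/well, then exposed to library compounds with dopamine controls for 90 minutes at 37 degrees C. DiscoveRx reagent added for 30–60 minutes at room temperature; luminescence read, quantitative HTS format.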
# KB-V1 cytotox = qHTS assay for MDR1-selective chemotherapeutics: Primary screen using the drug-selected MDR subline cells KB-V1. KB-V1 MDR cells viability, CellTiter-Glo, 72 h. Potency, µM (series often up to 46.1 µM), for the others: top-dose activity change, negative = cytotoxicity, most hits filed as cytotoxic. 400,000 tested, 3.4% active. AID 1347076, 2019; further: potency means the concentration at half of the fitted maximal effect; on the % scale 0 is the no-effect control and ±100 the full control effect; nearly all actives have a fitted effect of over 60% in size
#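 KB-V1 MDR subline cells in DMEM (phenol-red free, 10% FBS) exposed to compounds in qHTS concentration series for 72 h at 37 degrees C. Viability read by CellTiter-Glo luminescence; concentration-effect curves fitted after normalization and correction.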
# DRD3 agonist = qHTS of D3 Dopamine Receptor Agonist: qHTS; D(3) dopamine receptor (Homo sapiens), P35462; D3R DiscoveRx beta-arrestin cells, luminescence, 90 min; max activation, %; 410,000 tested, 0.58% active; in the data active means max activation above about 30%; further: 0% is about no effect; mostly tested at two doses, the higher about 12 µM
#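 Agonist-mode cell screen: cells plated at 1500/well and incubated overnight at 37 °C, then exposed to library compounds for 90 min at 37 °C. Detection reagent was added for 30–60 min at room temperature, and luminescence was read.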
# SW480 rereplic = A quantitative high throughput screen for small molecules that induce DNA re-replication in SW480 colon adenocarcinoma cells | SW480 DNA re-replication, Hoechst DNA content imaging, 48 h | AID 624297, 2012 | Potency, µM (series often up to 46.1 µM), for the others: at the top dose re-replication activation, most hits filed as activators | 340,000 tested, 1.8% active; further: potency means the concentration at half of the fitted maximal effect; % of control where 0% means no effect; nearly all actives have a fitted effect of over 55% in size
#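 Per well, 250 cells were exposed to pinned compound for 48 hr. Nuclear DNA was visualised with Hoechst (40 min, 37 C) and total object intensity recorded by fluorescence scanning.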
# HT1080 IDH1KD tx = qHTS for induction of synthetic lethality in tumor cells producing 2HG: qHTS for the HT-1080-IDH1KD cell line; HT-1080 IDH1 knockdown viability, ATP luminescence, 48 h; Potency, µM (highest dose often 46.1 µM), inactives show at the highest dose activity, negative = toxicity, actives largely listed as cytotoxic; 360,000 tested, 2% active; AID 686971, 2013;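 further: potency means the concentration at half of the fitted maximal effect; 0% = DMSO wells and -100% = cell-free medium wells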
#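 Using the IDH1-knockdown HT-1080 line run in the same batch and compound series as the NT line, viability after 48 h at 37 °C was determined by CellTiter-Glo luminescence and expressed as % activity.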
# GLP-1R agonist = qHTS of GLP-1 Receptor Agonists | Glucagon-like peptide 1 receptor (Homo sapiens), P43220 | 380,000 tested, 0.007% active | HEK293 GLP-1R CRE-luciferase, luminescence, 4-6 h; cells express a hypersensitive GLP-1R form | Potency, µM (series often up to 45.6 µM), for the others: at the top dose activation, hits mostly activators | AID 624172, 2012; further: potency means the concentration at half of the fitted maximal effect; % of control where 0% means no effect
# Target sequence (P43220 whole entry, looked up): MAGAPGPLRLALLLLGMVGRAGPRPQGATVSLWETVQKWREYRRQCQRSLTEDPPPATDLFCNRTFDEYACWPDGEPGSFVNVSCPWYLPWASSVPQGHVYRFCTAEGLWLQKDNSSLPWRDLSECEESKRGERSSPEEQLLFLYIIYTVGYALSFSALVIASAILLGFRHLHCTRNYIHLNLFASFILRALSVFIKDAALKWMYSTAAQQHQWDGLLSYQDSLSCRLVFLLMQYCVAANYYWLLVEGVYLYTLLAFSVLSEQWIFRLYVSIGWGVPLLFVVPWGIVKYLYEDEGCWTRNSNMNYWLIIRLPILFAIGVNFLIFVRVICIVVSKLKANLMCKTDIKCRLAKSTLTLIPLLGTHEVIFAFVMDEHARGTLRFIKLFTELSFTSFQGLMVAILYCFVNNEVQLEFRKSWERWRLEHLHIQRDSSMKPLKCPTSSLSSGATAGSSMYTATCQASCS
# HT1080NT lethal = qHTS for induction of synthetic lethality in tumor cells producing 2HG: qHTS for the HT-1080-NT fibrosarcoma cell line. 360,000 tested, 1.6% active. Potency, µM (titrated, usually from 46.1 µM), without a hit: at the highest dose activity, negative = less viability, hits mostly cytotoxic. HT-1080-NT fibrosarcoma viability, CellTiter-Glo ATP luminescence, 48 h;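 further: NT is the 2HG producing partner of a matched IDH1 knockdown line; potency means the concentration at half of the fitted maximal effect; 0% = DMSO-treated cells and -100% = media-only wells without cells; nearly all actives have a fitted effect of over 55% in size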
#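 HT-1080-NT fibrosarcoma cells (2HG-overproducing), 750 cells/well in RPMI with 5% FBS, dosed after 2 h and incubated 48 h at 37C. CellTiter-Glo luminescence normalized to DMSO and no-cell wells; concentration-response curves fitted and classed.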
# * hit, by the source's call; i = inactive; u = inconclusive; x = not tested or not shown; [ ] = remark or other dose. Unless noted, the call rests on the fitted dose curve; in most records, active means well fitted curve in the direction sought with a large enough effect; inconclusive means small, poorly fitted or top-dose-only effect, or another doubt; inactive means no such curve, though single readings can be large; an effect the other way counts as inactive or inconclusive.
SMILES,IL1B secr inh,KB-3-1 cytotox,D3 antag,KB-V1 cytotox,DRD3 agonist,SW480 rereplic,HT1080 IDH1KD tx,GLP-1R agonist,HT1080NT lethal
Cc1cc(Oc2ncccc2[N+](=O)[O-])c2cc(Cl)ccc2n1,u,6%,-12,-27%,0,16%,-6%,23%,-13%
Cc1ccc(Sc2cnccc2C#N)cc1,-10,-8%,-2,-10%,-6,-2%,13%,2%,6%
COc1ccccc1NC(=S)N(CCN1CCOCC1)Cc1ccccc1F,-10,7%,4,u,1,u,-4%,3%,1%
O[C@@H]1CN(CC2CCCCC2)[C@@H](c2ccc(Cl)cc2)C[C@H]1n1cc(C2CC2)nn1,-51*,u,15,u,2,x,-1%,9%,0%
COc1ccc(C(C)(C)C)cc1NC(=O)COc1ccc(-c2nnco2)cc1,-50*,6%,12,0%,-4,-7%,-8%,16%,-7%
COc1ccccc1C(CNC(=O)C1CC(=O)N(Cc2ccccc2)C1)N1CCCC1 (stereo not drawn),-8,-16%,-7,6%,1,-9%,-2%,-5%,-1%
CCOc1ccc(CCNC(=O)c2nccnc2C(=O)O)cc1OCC,-6,-1%,-4,12%,2,-10%,3%,-5%,7%
Cn1c(SCC(=O)NC(=O)CN2CCCC2=O)nnc1-c1ccc(F)cc1,11,-2%,-4,u,12,-11%,16%,0%,13%
CCOc1ccc(C2NC(=O)c3ccccc3O2)cc1 (stereo not drawn),-2,1%,-18,-3%,-7,-6%,-2%,3%,5%
CC(=O)NC(c1ccccc1)c1nc(-c2csc3ccccc23)cs1 (stereo not drawn),5,-7%,12,-10%,-6,x,-30%,21%,-6%
Cc1ccc(C(=O)Oc2ccc(C(=O)COC(=O)C3CC(=O)N(Cc4ccco4)C3)cc2)cc1 (stereo not drawn),-3,7%,-19,-10%,4,4%,0%,-33%,0%
CS(=O)(=O)c1ccccc1C(=O)N(CCc1ccccc1)Cc1ccccc1,0,0%,-22,u,-4,6%,-7%,2%,-6%
O=S(=O)(NNC(=S)NCC1CCCO1)c1cc(Cl)ccc1Cl (stereo not drawn),i,8%,-16,0%,-8,-32%[inhibitor],-2%,-16%,1%
CCc1ccc(OCC(=O)Nc2ccc3[nH]ncc3c2)cc1,-3,-1%,4,9%,-1,u,1%,18%,7%
CC(=O)CCc1oc2ccccc2c1-c1ccccc1,0,-14%,-6,-13%,-18,-3%,0%,11%,11%
CCn1ncc([N+](=O)[O-])c1C(=O)Nc1c(C)nn(Cc2ccc(F)cc2)c1C,6,-4%,-9,-12%,-10,-10%,0%,-3%,0%
Cc1oc(-c2ccccc2Cl)nc1CSCC(=O)NC1CC1,-1,-16%,16,13µM*,7,-1%,-28%,-2%,-28%
COC1=NC2=NCCN2C(OC)=N1,1,1%,4,0%,0,-6%,-1%,3%,-11%
Cc1ccc(CNCC(=O)Nc2ccc(C)cc2Br)cc1,5,-3%,u,-9%,-2,2%,-12%,1%,-15%
CCOc1ccccc1NC(=O)CSc1ccccc1,0,5%,28,4%,7,-1%,2%,-1%,0%
CCOC(=O)c1cc2sccc2n1CC(=O)Nc1ccc(OC)cc1OC,14,-18%,-5,-16%,-4,-11%,-8%,6%,-1%
O=C(CCN1CCN(c2ccccn2)CC1)Nc1ccc(F)cc1,13,6%,u,-4%,9,3%,10%,-8%,9%
O=[N+]([O-])c1ccc(Cl)c(/C=N/n2c(COc3ccccc3)n[nH]c2=S)c1,-8,0%,-58*,16µM*,-32,u,-11%,3%,u
Cc1cc(Cl)c(S(=O)(=O)Nc2ccc3c(c2)OCCO3)cc1OCC(=O)NC1CCCCC1,-53*,-23%,-5,u,-5,0%,-20%,0%,-8%
CN(C)CCCNc1nc2cc(-c3ccccc3CO)sc2c(=O)n1C,0,0%,-25,16%,-11,x,29%,0%,25%
CC(C)(O)C#Cc1ncc(C(F)(F)F)cc1Cl,-25,2%,-11,-5%,-1,5%,13%,-3%,2%
CN(C)S(=O)(=O)c1ccc(NC(=O)CN2C(=O)NC3(CCCC3)C2=O)cc1,10,0%,12,16%,0,-5%,17%,5%,22%
CN(C)CC/C=C1\c2ccccc2CSc2ccccc21,u,0%,-54*,u,-67,u,u,2%,u
COc1ccc(C)cc1NC(=O)CN1CCN(S(=O)(=O)c2ccc3ccccc3c2)CC1,0,4%,0,3%,8,8%,-1%,1%,7%
COC(=O)c1cc(NC(=O)C2C3C=CC(C3)C2C(=O)O)cc(C(=O)OC)c1 (stereo not drawn),5,-7%,-12,u,-12,0%,-10%,-13%,6%
CCOC(=O)N1CCN(C(=O)CSc2nnc(-c3ccc(C)c(C)c3)o2)CC1,-11,-16%,18,1%,5,-4%,7%,-3%,2%
O=C(Nc1nnc([C@H]2C[C@H](O)[C@@H](CO)O2)s1)c1cccc(C(F)(F)F)c1,9,0%,19,4%,1,x,4%,-3%,10%
CCOC(=O)c1nc(N/N=C/c2ccccc2)sc1Br,u,2%,1,1%,5,5%,u,-1%,-26%
O=C(NCc1ccc2c(c1)OCO2)c1ccc(N2CCCC2=O)cc1,-5,21%,10,-18%,4,-9%,13%,10%,8%
O=C(CCN1C(=O)C2C3CCC(C3)C2C1=O)OCC(=O)c1ccc(Cl)cc1 (stereo not drawn),15,1%,3,u,0,-9%,-1%,1%,-1%
COc1ccc(CCN(C)CCC(=O)Nc2cc(C)ccc2C)cc1OC,-5,15%,0,0%,-7,5%,-4%,28%,-2%
COc1ccc(CCNC(=O)CSc2nnc(CNc3ccc(Cl)cc3)o2)cc1OC,18,10%,26,u,-3,4%,u,2%,-1%
COc1ccc(C2(C)NC(=O)N(CC(=O)N(c3ccccc3)C3CCS(=O)(=O)C3)C2=O)cc1 (stereo not drawn),19,4%,-12,0%,6,-7%,-7%,3%,0%
C[C@H](NC(=O)c1ccco1)C(=O)N1CCN(c2ccc(C(F)(F)F)cn2)CC1,4,-14%,-26,-14%,-14,-1%,0%,-5%,7%
CN(C(=O)COC(=O)c1cc(=O)[nH]c2ccccc12)c1ccccc1,4,9%,13,-1%,-1,-3%,0%,3%,-1%
C[C@H](O)[C@@H](C(=O)N1CCN(C(=O)OC(C)(C)C)CC1)n1cc(CCCCNC(=O)OC(C)(C)C)nn1,1,6%,6,-15%,1,-52%[inhibitor],2%,-6%,5%
O=C(c1cc(-c2cccc(O)c2)on1)N1CCN(C(c2ccccc2)c2ccccc2)CC1,-53*,18µM*,-1,u,3,18%,u,4%,u
CS(=O)(=O)Nc1ccc(C(=O)Nc2ccc(S(=O)(=O)N3CCCC3)cc2)cc1,-11,-10%,-15,8%,2,u,-4%,4%,-8%
Cc1ccccc1NC(=O)CSc1nn2c(=O)c(C)nnc2s1,2,4%,-14,-1%,-2,-5%,8%,-19%,1%
Cc1ccc(Cn2nnc3c(=O)[nH]c(C4CCN(S(=O)(=O)c5cc(C)ccc5C)CC4)nc32)cc1,-12,u,-19,-5%,-10,0%[9.22 µM],u,4%,u

# Entries from the list above with an aryl methoxy group, in the order listed:
SMILES,IL1B secr inh,KB-3-1 cytotox,D3 antag,KB-V1 cytotox,DRD3 agonist,SW480 rereplic,HT1080 IDH1KD tx,GLP-1R agonist,HT1080NT lethal
COc1ccccc1NC(=S)N(CCN1CCOCC1)Cc1ccccc1F,-10,7%,4,u,1,u,-4%,3%,1%
COc1ccc(C(C)(C)C)cc1NC(=O)COc1ccc(-c2nnco2)cc1,-50*,6%,12,0%,-4,-7%,-8%,16%,-7%
COc1ccccc1C(CNC(=O)C1CC(=O)N(Cc2ccccc2)C1)N1CCCC1 (stereo not drawn),-8,-16%,-7,6%,1,-9%,-2%,-5%,-1%
CCOC(=O)c1cc2sccc2n1CC(=O)Nc1ccc(OC)cc1OC,14,-18%,-5,-16%,-4,-11%,-8%,6%,-1%
COc1ccc(C)cc1NC(=O)CN1CCN(S(=O)(=O)c2ccc3ccccc3c2)CC1,0,4%,0,3%,8,8%,-1%,1%,7%
COc1ccc(CCN(C)CCC(=O)Nc2cc(C)ccc2C)cc1OC,-5,15%,0,0%,-7,5%,-4%,28%,-2%
COc1ccc(CCNC(=O)CSc2nnc(CNc3ccc(Cl)cc3)o2)cc1OC,18,10%,26,u,-3,4%,u,2%,-1%
COc1ccc(C2(C)NC(=O)N(CC(=O)N(c3ccccc3)C3CCS(=O)(=O)C3)C2=O)cc1 (stereo not drawn),19,4%,-12,0%,6,-7%,-7%,3%,0%

# Source: PubChem BioAssay (National Center for Advancing Translational Sciences (NCATS))
